GLS inh: blocks human kidney-isoform glutaminase activity | O94925 | GLS enzymatic activity, qHTS titration | Potency, µM (highest dose often 45.5 µM), inactives show at the highest dose activity change, negative = inhibition, actives largely listed as inhibitors | 410,000 compounds, 0.21% hits | AID 624170; further: potency means the concentration at half of the fitted maximal effect; on the % scale 0 is the no-effect control and ±100 the full control effect
Target sequence (O94925 whole entry, looked up, canonical isoform): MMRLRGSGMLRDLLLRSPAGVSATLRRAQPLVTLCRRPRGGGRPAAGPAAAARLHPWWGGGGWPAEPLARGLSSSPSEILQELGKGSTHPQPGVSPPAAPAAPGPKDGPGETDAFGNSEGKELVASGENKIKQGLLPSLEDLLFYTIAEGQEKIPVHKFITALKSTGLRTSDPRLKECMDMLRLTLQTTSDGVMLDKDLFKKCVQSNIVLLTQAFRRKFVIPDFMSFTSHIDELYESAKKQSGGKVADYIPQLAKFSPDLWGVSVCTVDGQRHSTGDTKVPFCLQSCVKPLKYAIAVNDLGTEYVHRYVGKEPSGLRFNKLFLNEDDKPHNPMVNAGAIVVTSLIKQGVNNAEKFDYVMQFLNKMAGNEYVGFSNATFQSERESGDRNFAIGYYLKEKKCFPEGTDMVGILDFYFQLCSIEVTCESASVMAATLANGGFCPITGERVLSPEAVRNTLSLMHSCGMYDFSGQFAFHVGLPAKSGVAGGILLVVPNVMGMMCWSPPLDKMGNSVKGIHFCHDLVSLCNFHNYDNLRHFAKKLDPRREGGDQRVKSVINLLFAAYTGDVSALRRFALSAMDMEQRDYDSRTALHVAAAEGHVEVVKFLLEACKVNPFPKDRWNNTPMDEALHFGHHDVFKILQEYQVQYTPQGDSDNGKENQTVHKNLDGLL
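hKGA; 45 mM KH2PO4 pH 8.2 + 0.02% Tween-20; cpd via pin tool; 1 mM Gln soln; GluOx/HRP/Amplex Red; RT 30 min; fluor. t0 & final.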
Pol eta inh: DNA polymerase eta (human) inhibition | Q9Y253 | AID 588591 | recombinant Pol eta, fluorescent DNA replication assay | 390,000 compounds, 1.2% hits | Potency, µM (titrated, usually from 114 µM), for inactives: at the highest dose activity change, negative = inhibition, hits mostly inhibitors; further: potency means the concentration at half of the fitted maximal effect; on the % scale 0 is the no-effect control and ±100 the full control effect
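Fluorescent replication assay: 50 nM final substrate added after a 15 min room-temperature compound preincubation with 10 nM enzyme. Signal taken at 0 min and again at 10 min.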
Pin1 inh: human Pin1 inhibition. Q13526. 390,000 compounds, 0.009% hits. AID 504891. Pin1 FP peptide displacement, HiFluor488, 10 min. Potency, µM (highest dose often 115 µM), for inactives: at the top dose activity, negative = inhibition, hits mostly inhibitors; active means well fitted inhibition curve with a large enough effect in the polarisation, with a control signal flat, not every such curve was filed as active; inconclusive means small, poorly fitted or top-dose-only effect, or effect the other way, or a change in a side signal; inactive means no such curve, though single readings can be large or run the other way; the % refers to the polarisation; further: potency means the concentration at half of the fitted maximal effect; on the % scale 0 is the no-effect control and ±100 the full control effect
Target sequence (Q13526 whole entry, looked up): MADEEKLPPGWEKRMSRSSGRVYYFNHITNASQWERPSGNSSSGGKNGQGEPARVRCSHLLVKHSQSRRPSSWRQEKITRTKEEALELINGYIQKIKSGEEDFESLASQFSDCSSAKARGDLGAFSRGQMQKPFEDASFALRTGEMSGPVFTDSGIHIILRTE
G9a inh: G9a (human) methyltransferase inhibition; Q96KQ7; G9a H3K9 monomethylation, AlphaScreen, 2 h; Potency, µM (top dose mostly 102 µM), for inactives: top-dose activity, negative = inhibition, usual class: inhibitors; 350,000 compounds, 8.8% hits; AID 504332; further: potency means the concentration at half of the fitted maximal effect; on the % scale 0 is the no-effect control and ±100 the full control effect; nearly all actives have a fitted effect of over 75% in size
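Readings reflect AlphaScreen signal from monomethyl-H3K9 antibody detection. HMT at 20 nM; substrate b-H3K9 500 nM; cofactor SAM 20 uM; 2 h RT reaction; compounds tested as titrations in qHTS with 15 min preincubation.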
PI4K2A inh: PI4K2A (human) kinase inhibition; Q9BTU6; purified PI4K2A, ADP-Glo luminescence, 1 h; hits give low values; activity change, negative = inhibition, % at 76.9 µM; 420,000 compounds, 0.13% hits; in the data active means activity change below about -50%; inconclusive means mostly about -30% to -49%;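 further: -100% = wells without enzyme as full effect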
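In this quantitative HTS, ADP production by PI4K2A was quantified luminescently after 1 h at ambient temperature; 100 microM adenosine served as plate-quality control.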
BAZ2B inh: inhibitors of human BAZ2B bromodomain; Q9UIF8; AlphaScreen BAZ2B-H3K14Ac peptide displacement; Potency, µM (doses to about 114 µM), inactives show at the top dose activity change, negative = inhibition, actives largely listed as inhibitors; 360,000 compounds, 4.4% hits; AID 504333; further: potency means the concentration at half of the fitted maximal effect; on the % scale 0 is the no-effect control and ±100 the full control effect; nearly all actives have a fitted effect of over 60% in size
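BAZ2B (50 nM) with biotin-H3(5-23)K14Ac peptide (50 nM) in PBS pH 7.4, 0.01% Tween-20, preformed 30 min, then compound 30 min at room temperature; top concentration 110uM. AlphaScreen streptavidin donor/nickel chelate acceptor beads (10 ug/mL final), 20 min dark, signal read.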
JMJD2A Tudor inh: inhibitors of human JMJD2A Tudor domain; Potency, µM (doses to about 114 µM), for inactives: top-dose activity change, negative = inhibition, hits mostly inhibitors; AlphaScreen JMJD2A-Tudor / H3K4me3 peptide binding; 390,000 compounds, 4.4% hits; AID 504339; O75164; further: potency means the concentration at half of the fitted maximal effect; on the % scale 0 is the no-effect control and ±100 the full control effect; nearly all actives have a fitted effect of over 50% in size
HP1b chromo inh: inhibitors of HP1-beta chromodomain binding to methylated histone tails; P83916; AlphaScreen HP1-beta / biotin-H3K9me3 peptide binding; Potency, µM (series often up to 114 µM), for the others: at the top dose activity change, negative = inhibition, usual class: inhibitors; 390,000 compounds, 0.56% hits; further: potency means the concentration at half of the fitted maximal effect; nearly all actives have a fitted effect of over 70% in size; inactives centre near 23
Target sequence (P83916 whole entry, looked up): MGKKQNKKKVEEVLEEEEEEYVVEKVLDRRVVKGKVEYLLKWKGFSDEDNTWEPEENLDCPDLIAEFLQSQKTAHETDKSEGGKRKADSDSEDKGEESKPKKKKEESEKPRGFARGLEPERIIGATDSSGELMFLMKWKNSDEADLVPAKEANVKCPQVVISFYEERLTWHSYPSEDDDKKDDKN
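Compound inhibition of the preformed complex between 50 nM HP1-beta and 50 nM biotinylated H3K9me3 peptide was read by AlphaScreen. Buffer was PBS pH 7.4 with 0.01% Tween-20. Incubations ran 30 min at room temperature, with 10 ug/mL donor/acceptor beads.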
Tb PGK inh: T. brucei PGK inhibition; Potency, µM (top dose mostly 57.5 µM), for the others: at the top dose activity change, negative = inhibition, actives largely listed as inhibitors; P07378; PGK/GAPDH coupled, Kinase-Glo luminescence, 60 min; 380,000 compounds, 0.043% hits; further: potency means the concentration at half of the fitted maximal effect; on the % scale 0 is the no-effect control and ±100 the full control effect; nearly all actives have a fitted effect of over 60% in size
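Luminescent ATP detection (Kinase-Glo Plus) follows a 60-minute room-temperature incubation, with wells lacking PGK as controls. Buffer: 100 mM TEA (pH 7.6), 5 mM MgCl2, 0.01% Tween-20. Coupling enzyme GAPDH (100 nM final) supplies unstable 1,3-BPG in-well.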
* hit, by the source's call; i = inactive; ? = inconclusive; · = not tested or not shown; [ ] = another dose, or the depositor's remark. Unless noted, the call rests on the fitted dose curve; in most records, active means well fitted curve in the direction sought with a large enough effect; inconclusive means small, poorly fitted or top-dose-only effect, or another doubt; inactive means no such curve, though single readings can be large; an effect the other way counts as inactive or inconclusive.

SMILES	GLS inh	Pol eta inh	Pin1 inh	G9a inh	PI4K2A inh	BAZ2B inh	JMJD2A Tudor inh	HP1b chromo inh	Tb PGK inh
CSC1=NCCN1S(=O)(=O)c1ccccc1	-2%	-18%	-1%	?	-4	4%	0%	34%	-2%
COc1cc(N2CCOCC2)ccc1C=C(C#N)C#N	7%	1%	-2%	-3%	7	-19%	-11%	28%	1%
COC(=O)c1cccc(NC(=O)C2CCN(S(=O)(=O)Cc3ccccc3)CC2)c1C	-10%	-14%	-1%	-42%[59 µM]	-3	-4%	-2%	45%[activator]	i
CC[C@H](C)[C@H]1CNC(=O)C(=O)N1CC1CCN(CCc2ccc(Cl)c(Cl)c2)CC1	-3%	-9%	-3%	·	-1	·	-14%	58%[activator]	-2%
Cc1nc(C(F)(F)F)nc(Nc2ccc(N=Nc3ccccc3)cc2)c1C#N	1%	-14%	-6%	7%[59 µM]	-1	-7%	-4%	25%	7%
CCOC(=O)C(=O)Nc1ccccc1C(=O)OC	1%	-8%	-3%	-1%	-2	-36%	-12%	37%[activator]	-2%
Cc1cccc(N2CCN(C(=O)CCNS(=O)(=O)c3ccc4c(c3)CCC(=O)N4)CC2)c1C	7%	-8%	-3%	?	0	-6%	-23%	22%	-8%
CCOCCc1nn2c(=O)cc(COC(=O)c3cccc(C)c3)nc2s1	6%	2%	-2%	-2%[59 µM]	-2	-2%	-12%	21%	i
CCOC(=O)c1[nH]c(=O)[nH]c1CSc1ccccn1	26%	-10%	-13%	?	1	-8%	-28%	13%	i
C=CCn1c(SCC(=O)c2ccccc2)nnc1-c1ccc2c(c1)OCO2	-1%	-6%	-8%	20µM*	-7	?	35µM*	-19%	-9%

3 entries from above, ordered by the number in Pol eta inh, ascending:
SMILES	GLS inh	Pol eta inh	Pin1 inh	G9a inh	PI4K2A inh	BAZ2B inh	JMJD2A Tudor inh	HP1b chromo inh	Tb PGK inh
CSC1=NCCN1S(=O)(=O)c1ccccc1	-2%	-18%	-1%	?	-4	4%	0%	34%	-2%
C=CCn1c(SCC(=O)c2ccccc2)nnc1-c1ccc2c(c1)OCO2	-1%	-6%	-8%	20µM*	-7	?	35µM*	-19%	-9%
CCOCCc1nn2c(=O)cc(COC(=O)c3cccc(C)c3)nc2s1	6%	2%	-2%	-2%[59 µM]	-2	-2%	-12%	21%	i

(list continues)
SMILES	GLS inh	Pol eta inh	Pin1 inh	G9a inh	PI4K2A inh	BAZ2B inh	JMJD2A Tudor inh	HP1b chromo inh	Tb PGK inh
O=C(COc1ccc(Cl)cc1)N1CCN(S(=O)(=O)c2ccccc2)CC1	3%	-9%	0%	-4%[12.7 µM]	9	4%	-5%	19%	-9%
Cc1nnsc1NC(=O)OCc1ccccc1Cl	1%	-12%	-9%	7%[59 µM]	-3	5%	-14%	40%[activator]	-5%
CCOc1ccccc1N(CC(=O)NCCSc1ccccn1)S(=O)(=O)c1ccc(C)cc1	-10%	-17%	5%	16%	-5	-20%	1%	9%	5%
CCN(CC)C(=O)c1sc(NC(=O)Cc2ccccc2)c(C#N)c1C	-5%	0%	6%	1%[59 µM]	-10	-14%	-22%	18%	-3%
CCOc1ccc(N2CC(NC(=O)C3CC3)CC2=O)cc1 (stereo not given)	1%	-5%	-2%	21%[59 µM]	0	-4%	-3%	17%	i
CC(=O)Nc1ccc(NC(=O)COc2cccc3ccccc23)cc1	-1%	-1%	·	·	3	·	·	·	-3%
COC(=O)c1cc(C(=O)N2CCN(c3ncccn3)CC2)cc([N+](=O)[O-])c1	-17%	-1%	1%	?	1	10%	0%	26%	-4%
N#Cc1c(C(F)(F)F)cc(-c2ccc(F)cc2)nc1SCC(=O)O	-10%	-24%	0%	-7%	-1	-3%	-7%	17%	-8%
COc1ccccc1CCC(=O)Nc1ccc(S(=O)(=O)Nc2ncccn2)cc1	-8%	-17%	·	·	-1	·	·	·	-3%
NC(=S)c1cc2cc(Cl)ccc2oc1=O	-7%	-13%	2%	·	-1	-11%	5%	4%	5%

JMJD2A Tudor inh: entries above that show a hit
SMILES	GLS inh	Pol eta inh	Pin1 inh	G9a inh	PI4K2A inh	BAZ2B inh	JMJD2A Tudor inh	HP1b chromo inh	Tb PGK inh
C=CCn1c(SCC(=O)c2ccccc2)nnc1-c1ccc2c(c1)OCO2	-1%	-6%	-8%	20µM*	-7	?	35µM*	-19%	-9%

Carrying on:
SMILES	GLS inh	Pol eta inh	Pin1 inh	G9a inh	PI4K2A inh	BAZ2B inh	JMJD2A Tudor inh	HP1b chromo inh	Tb PGK inh
Cc1ccc(NC(=O)CSC2=Nc3ccccc3C3=NC(Cc4ccccc4)C(=O)N23)cc1C (stereo not given)	-28%	-15%	10%	-6%[59 µM]	2	?	-17%	2%	5%
O=C(Nc1ccccc1-c1ccccc1)C1CCCN(c2ncccn2)C1 (stereo not given)	8%	-6%	-3%	-34%	4	3%	-3%	12%	-1%
c1cncc(C2Nc3ccccc3-c3nc4ccccc4n32)c1 (stereo not given)	-2%	6%	4%	-23%[59 µM]	2	0%	-8%	17%	-1%
O=c1c2ccccc2ncn1Cc1ccco1	10%	-4%	2%	-4%	-8	-4%	-13%	4%	-9%
COC(=O)/C=C1/S/C(=N/N=C/c2ccco2)NC1=O	2%	-18%	0%	·	1	-15%	-20%	7%	-6%
Cc1cc(-n2cc(Br)c(=O)[nH]c2=O)nc(-c2ccccc2)n1	10%	4%	46%[activator]	·	-1	-21%	-11%	44%[activator]	2%
CCOc1cc2c(cc1OC)C(NC(=O)C(F)(F)F)CC2=O (stereo not given)	6%	-1%	17%	-8%[59 µM]	-4	-7%	-8%	24%	-7%
CC(=O)C1=C(O)C(=O)N(c2ccc(Br)cc2)C1c1cccc([N+](=O)[O-])c1 (stereo not given)	7%	-17%	-6%	·	8	-8%	-25%	20%	-6%
CCOc1ccc(CCNC(=O)c2ccc(C)c(-n3cnc4cccnc43)c2)cc1	6%	-8%	3%	?	0	-14%	4%	40%	3%
COc1cc(/C=N\Nc2nc3ccccc3[nH]2)cc(OC)c1OC	11%	-19%	1%	·	6	?	-9%[57.1 µM]	14%	-1%

Grouped by structure: those above with an aryl methoxy group (4)
SMILES	GLS inh	Pol eta inh	Pin1 inh	G9a inh	PI4K2A inh	BAZ2B inh	JMJD2A Tudor inh	HP1b chromo inh	Tb PGK inh
COc1cc(N2CCOCC2)ccc1C=C(C#N)C#N	7%	1%	-2%	-3%	7	-19%	-11%	28%	1%
COc1ccccc1CCC(=O)Nc1ccc(S(=O)(=O)Nc2ncccn2)cc1	-8%	-17%	·	·	-1	·	·	·	-3%
CCOc1cc2c(cc1OC)C(NC(=O)C(F)(F)F)CC2=O (stereo not given)	6%	-1%	17%	-8%[59 µM]	-4	-7%	-8%	24%	-7%
COc1cc(/C=N\Nc2nc3ccccc3[nH]2)cc(OC)c1OC	11%	-19%	1%	·	6	?	-9%[57.1 µM]	14%	-1%

Continued:
SMILES	GLS inh	Pol eta inh	Pin1 inh	G9a inh	PI4K2A inh	BAZ2B inh	JMJD2A Tudor inh	HP1b chromo inh	Tb PGK inh
CN(C)c1ccc(-c2n(C)c3ccccc3[n+]2C)cc1	-8%	6%	-3%	-39%[12.7 µM]	-2	-25%	-5%	40%[activator]	8%[11.5 µM]
Cc1nc(SCC(=O)Nc2ccnc3ccccc23)n[nH]1	10%	-17%	-4%	7%	41	5%	2%	38%	-9%
O=C(Nc1ccc2c(c1)C(=O)OC2)c1ccc(C(F)(F)F)cc1	4%	-15%	-1%	-8%	2	1%	-13%	30%	i
CCC(=O)Nc1nnc(SCC(=O)NCc2ccc3c(c2)OCO3)s1	8%	-10%	4%	·	2	0%	4%	16%	0%
O=C(CCCCn1c(=O)[nH]c2ccsc2c1=O)N1CCN(c2cccc(Cl)c2)CC1	5%	-16%	1%	-3%[59 µM]	-9	-21%	-19%	18%	-10%
O=C(c1ccc(-c2ccccc2)cc1)N1CCN(c2nc3ccccc3o2)CC1	-3%	-5%	-1%	·	1	0%	-8%	23%	3%
CN(C)/N=C/c1ccc(P(c2ccc(/C=N/N(C)C)o2)c2ccc(/C=N/N(C)C)o2)o1	-7%	-24%	2%	35µM*	2	22µM*	18µM*	?	-9%
C=CCNc1nc(C(=O)OCC(=O)Nc2cc(S(C)(=O)=O)ccc2Cl)cs1	-3%	-15%	-1%	45µM*	2	7%	-2%	32%	i
Oc1cc2c(cc1CN1CCN(c3cccc(C(F)(F)F)c3)CC1)CCC2	13%	-13%	-8%	10%[0.501 µM]	14	-36%	-4%	29%	-8%
CC(Sc1ccccc1)C(=O)N1CCN(S(=O)(=O)c2ccccc2C(F)(F)F)CC1 (stereo not given)	0%	-19%	-6%	·	2	-9%	1%	40%	-7%
CCOC(=O)N1CCN(S(=O)(=O)c2ccc(OCC(=O)OC)c(C)c2)CC1	-6%	-7%	1%	21%[12.7 µM]	12	-39%	1%	34%	0%
Cc1nnsc1S(=O)c1ccccc1Cl (stereo not given)	-4%	17%	-9%	-4%[2.33 µM]	2	9%	-11%	60%[activator]	-2%
COc1ccc(Cc2nnc(SCC(=O)Nc3cc(Cl)ccc3C)[nH]c2=O)cc1	20%	1%	7%	-27%	2	-40%	-10%	10%	-3%
COc1ccccc1Cc1nc2ccccc2nc1SCC(=O)Nc1ccc2c(c1)OCO2	8%	-18%	3%	2%[59 µM]	3	2%	3%	23%[57 µM]	-4%
O=C1c2ccccc2S(=O)(=O)N1Cc1nnc(-c2ccccc2Br)o1	13%	-4%	31%[activator]	?	-3	-2%	-6%	51%[activator]	-7%
c1ccc2c(c1)CCCn1nnnc1-2	0%	-13%	-8%	-1%	2	-1%	1%	44%[activator]	i
O=C(Nc1cccc(F)c1)c1ccc2c(c1)N(Cc1ccccc1)C(=O)c1ccccc1S2(=O)=O	-1%	-12%	95%[activator]	6%[59 µM]	5	-2%	-9%	44%[activator]	-1%

Only part of the results is shown; the hit share may differ from the screen's.
